Bioassay records as filed in PubChem.
USP1-UAF1 inh – Inhibitors of USP1/UAF1: Primary Screen. Ubiquitin carboxyl-terminal hydrolase 1 (Homo sapiens), O94782. recombinant USP1/UAF1, Ub-Rhodamine cleavage fluorescence. Potency, µM (titrated, usually from 57.1 µM), without a hit: top-dose activity change, negative = inhibition, actives largely listed as inhibitors. 0.23% of 390,000 active. AID 743255, 2014; also: potency is read from the fitted curve at half-maximal effect; % is scaled to controls: 0 for no effect and ±100 for the full control effect; nearly all actives have a fitted effect of over 60% in size; inactives centre near -12
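In this screen, compounds sit with the deubiquitinase complex (1nM) for 15 min at room temperature before Ub-Rho is added at 150nM final. Fluorescence rise is then followed for 6 reads every 60 seconds.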
LDHA inh – qHTS assay for inhibitors of human lactate dehydrogenase; AID 1347041, 2019; 0.15% of 480,000 active; purified LDHA, NADH/diaphorase-resazurin fluorescence; active compounds read low; L-lactate dehydrogenase A chain (Homo sapiens), P00338; activity change, % (values are at about 110 or 230 µM); in the data active = activity change below about -30%; inconclusive = mostly about -25% to -30%;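 also: plate controls were DMSO wells for no effect and wells without enzyme for full effect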
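Human LDH5 (2 nM) was incubated with 0.06 mM NADH and 0.2 mM pyruvate for 5 min at room temperature in Tris pH 7.4. Remaining NADH was coupled through diaphorase/resazurin, and resorufin fluorescence was read at 0 and 20 min.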
GRP78 ERSR act – qHTS for Inducers of the Endoplasmic Reticulum Stress Response (ERSR) in Human Glioma: qHTS. U87-MG GRP78 promoter luciferase reporter, 16 h. Potency, µM, without a hit: at the highest dose activation, usual class: activators. 0.02% of 420,000 active. AID 602332, 2012; also: potency is read from the fitted curve at half-maximal effect; series mostly up to about 76 µM; % of control where 0% means no effect; nearly all actives have a fitted effect of over 35% in size
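ERSR induction read as luciferase luminescence (Bright-Glo, 10 min at room temperature) in stably transfected human U87-MG glioma cells exposed to compounds for 16 h, using GRP78 as sensor.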
TrxR1 substrate – qHTS Assay for Substrates of Mammalian Selenoprotein Thioredoxin Reductase 1 (TrxR1): qHTS | Potency, µM (highest dose often 114 µM), without a hit: at the highest dose activity change, negative = substrate turnover | 0.01% of 390,000 active | AID 588456, 2011 | Thioredoxin reductase 1, cytoplasmic (Rattus norvegicus), O89049 | purified TrxR1 substrate turnover, NADPH consumption readout; also: potency is read from the fitted curve at half-maximal effect; % is scaled to controls: 0 for no effect and ±100 for the full control effect; nearly all actives have a fitted effect of over 50% in size
Target sequence (O89049 whole entry, looked up): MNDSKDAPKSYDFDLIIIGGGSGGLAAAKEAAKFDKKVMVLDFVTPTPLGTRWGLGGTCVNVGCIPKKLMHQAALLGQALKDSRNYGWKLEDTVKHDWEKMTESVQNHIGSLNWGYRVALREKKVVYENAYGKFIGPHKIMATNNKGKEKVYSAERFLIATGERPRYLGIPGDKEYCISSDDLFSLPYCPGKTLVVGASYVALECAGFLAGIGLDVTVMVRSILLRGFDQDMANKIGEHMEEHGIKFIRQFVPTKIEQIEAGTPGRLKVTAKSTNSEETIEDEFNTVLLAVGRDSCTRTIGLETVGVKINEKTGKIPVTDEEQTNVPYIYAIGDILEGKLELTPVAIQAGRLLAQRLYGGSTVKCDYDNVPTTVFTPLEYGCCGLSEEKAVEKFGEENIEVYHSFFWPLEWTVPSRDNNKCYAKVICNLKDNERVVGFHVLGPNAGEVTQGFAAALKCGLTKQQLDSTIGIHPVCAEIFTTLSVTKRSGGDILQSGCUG
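Rat TrxR1, dispensed at 90 nM, was prereduced with 400 uM NADPH (final) for 5 min at ~22 deg C, then incubated with compound 15 min before 400 uM selenite. A first-read NADPH fluorescence drop versus no-compound background flagged substrates.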
TrxR1 inh – qHTS Assay for Inhibitors of Mammalian Selenoprotein Thioredoxin Reductase 1 (TrxR1): qHTS | Thioredoxin reductase 1, cytoplasmic (Rattus norvegicus), O89049 | recombinant rTrxR1, NADPH fluorescence consumption, selenite substrate | Potency, µM (titrated, usually from 114 µM), inactives show top-dose activity change, negative = inhibition, hits mostly inhibitors | 1% of 390,000 active | AID 588453, 2011; also: potency is read from the fitted curve at half-maximal effect; % is scaled to controls: 0 for no effect and ±100 for the full control effect; nearly all actives have a fitted effect of over 65% in size
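Rat TrxR1 (90 nM in the dispensed reagent) was pre-reduced with 400 uM NADPH for 5 min at room temperature, then incubated with compound for 15 min. After 400 uM selenite was added, NADPH fluorescence (Ex 340/Em 450 nm) was followed for 8 min.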
Vif-APOBEC3F blk – qHTS for Inhibitors of Vif-A3F Interactions: qHTS | HeLa A3F-eYFP + Vif (tagged APOBEC3F with the HIV-1 protein that degrades it), YFP fluorescence increase | Potency, µM (series often up to 46.1 µM), for inactives: at the highest dose activity, negative = active | 0.2% of 390,000 active; also: potency is read from the fitted curve at half-maximal effect; % of control where 0% means no effect; nearly all actives have a fitted effect of over 65% in size
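HeLa cells stably expressing A3F-eYFP plus Vif, plated and incubated overnight at 37 deg C, then exposed to compounds overnight at 37 deg C. Blocked degradation read as raised yellow fluorescence (Ex 488/Em 500-530).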
mIDH1 inhibitor – qHTS for Inhibitors of mutant isocitrate dehydrogenase 1 (IDH1): qHTS; Isocitrate dehydrogenase [NADP] cytoplasmic (Homo sapiens), O75874; Potency, µM (top dose mostly 76.6 µM), for inactives: at the highest dose activity change, negative = inhibition, hits mostly inhibitors; IDH1-R132H enzyme, NADPH consumption, diaphorase/resazurin fluorescence; 0.093% of 390,000 active; AID 602179, 2012; also: potency is read from the fitted curve at half-maximal effect; % is scaled to controls: 0 for no effect and ±100 for the full control effect; nearly all actives have a fitted effect of over 65% in size
Target sequence (O75874 whole entry R132H, stated change not applied): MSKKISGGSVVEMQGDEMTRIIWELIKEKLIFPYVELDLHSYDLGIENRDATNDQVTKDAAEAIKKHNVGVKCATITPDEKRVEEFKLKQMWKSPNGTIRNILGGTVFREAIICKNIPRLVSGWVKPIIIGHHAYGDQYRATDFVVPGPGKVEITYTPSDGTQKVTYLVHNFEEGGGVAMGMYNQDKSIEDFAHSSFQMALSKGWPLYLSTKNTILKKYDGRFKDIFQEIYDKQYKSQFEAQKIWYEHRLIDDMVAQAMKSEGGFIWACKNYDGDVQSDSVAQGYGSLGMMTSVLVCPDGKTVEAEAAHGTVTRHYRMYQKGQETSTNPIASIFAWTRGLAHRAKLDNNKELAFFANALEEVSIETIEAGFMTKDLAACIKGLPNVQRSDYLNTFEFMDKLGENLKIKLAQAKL
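IDH1-R132H (0.5 ug/mL) preincubated 30 min with compound, then NADPH (0.016 mM) and alpha-KG (2 mM) added; 80 min at RT, pH 7.5. Remaining NADPH coupled via diaphorase/resazurin to fluorescence (540/590 nm); concentration-response curves normalized to no-enzyme control.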
Vif-A3G inh – qHTS for Inhibitors of Vif-A3G Interactions: qHTS | AID 602310, 2012 | HeLa A3G-eYFP + Vif (tagged APOBEC3G with the HIV-1 protein that degrades it), YFP fluorescence, overnight | Potency, µM (top dose mostly 46.1 µM), without a hit: top-dose activity, negative = active, hits mostly inhibitors | 0.076% of 410,000 active | DNA dC->dU-editing enzyme APOBEC-3G (Homo sapiens), Q9HC16;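 also: potency is read from the fitted curve at half-maximal effect; % is scaled to controls: 0 for no effect and ±100 for the full control effect; nearly all actives have a fitted effect of over 60% in size; hits raise eYFP signal because A3G escapes Vif-driven loss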
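HeLa cells stably expressing Vif and C-terminally eYFP-tagged A3G, seeded overnight at 37 deg C, then exposed to compound by pintool overnight at 37 deg C. Rise in yellow fluorescence (Ex 488/Em 500-530, Acumen) marks blocked Vif-driven A3G degradation.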
RGS4 inhibitor – Inhibitors of Regulator of G Protein Signaling (RGS) 4: qHTS | Transcreener GDP fluorescence polarization, RGS4-accelerated GTP hydrolysis | Potency, µM (titrated, usually from 114 µM), without a hit: at the top dose activity change, negative = inhibition, most hits filed as inhibitors | 0.039% of 390,000 active; also: potency is read from the fitted curve at half-maximal effect; % is scaled to controls: 0 for no effect and ±100 for the full control effect; nearly all actives have a fitted effect of over 75% in size; some results filed as inactive show a strong effect at the top dose
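MLSMR compounds (23 nl, pin-transferred) preincubated 10 min at room temperature with a 500nM (2x) first reagent, then RGS4 at 900nM (2x) plus Transcreener GDP mix added; fluorescence polarization (620/688 nm) read before and after 90 min at 30 °C.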
Numbers without * were called inactive; ? = inconclusive; . = no result given; & = joins results of further samples; [ ] = dose if it differs, or a comment. Unless noted, calls follow the shape of the dose curve; as a rule, active = well fitted curve in the direction sought with a large enough effect; inconclusive = small, poorly fitted or top-dose-only effect, or another doubt; inactive = no such curve, though single readings can be large; an effect the other way counts as inactive or inconclusive.

SMILES	USP1-UAF1 inh	LDHA inh	GRP78 ERSR act	TrxR1 substrate	TrxR1 inh	Vif-APOBEC3F blk	mIDH1 inhibitor	Vif-A3G inh	RGS4 inhibitor
Cc1nc(C)c(/C(O)=C\c2nc3ccc([N+](=O)[O-])cc3oc2=O)o1	-15%	7	-5%	-5%[57.1 µM]	?	-7%	2%	0%	-14%
S=C(NCc1ccccc1)NCc1cccc(Cl)c1	-9%	0	-5%	-1%	1%	-4%	18%	5%	-11%
CCn1c(CNC(=O)c2ccccc2F)cc2cc(C)ccc21	-11%	-8	0%	-4%[57.1 µM]	5%[57.1 µM]	-4%	-2%	-1%	9%
CCOC(=O)c1ccc(Oc2c(C)oc3cc(OS(C)(=O)=O)ccc3c2=O)cc1	-12%	-2	-5%	-2%	3%	-2%	7%	-1%	-29%
CC1CN(Cc2nc3c(c(=O)n(C)c(=O)n3C)n2CC(O)CO)CC(C)O1 (stereo not drawn)	-3%	-4	-1%	0%	19%	-7%	2%	-5%	-11%
O=C(NCc1ccc(F)cc1)c1c2c(nc3ccccc13)CCN(Cc1ccccc1)C2	-25%	-3	-2%	4%	14%	-23%	-6%	-2%	-19%
NS(=O)(=O)c1cc(C(=O)O)cc(N2CCCC2)c1Oc1ccccc1	-23%	-8	-4%&-6%	-10%	-12%	2%	29%	-1%	1%
COc1ccc(CCNC(=O)CCc2c(C)nc3cc(-c4ccccc4OC)nn3c2C)c(OC)c1	-15%	1	-5%	26%	32%	1%	-3%	-6%	-14%
Cc1cc(F)ccc1NC(=O)C1CCN(C(=O)c2cnn(-c3ccccc3)c2-n2cccc2)CC1	-22%	-8	-2%	-1%	5%	-12%	-14%	3%	-29%
COc1cc(CN2CCCC(N3CCc4ccccc4C3)C2)c(Cl)cc1O (stereo not drawn)	-13%	0	-2%	1%	-11%	3%	5%	1%	-13%
CC(C(N)=O)N1C(=O)NC2(CCCc3ccccc32)C1=O (stereo not drawn)	-29%	3	-4%	1%	8%	3%	-8%	1%	3%
Cn1c(=O)n(C)c2cc(S(=O)(=O)NCc3ccccc3)ccc21	-13%	-6	-2%	2%	6%	-14%	5%	-4%	1%
O=C(Nc1nc2ccccc2[nH]1)c1cccc([N+](=O)[O-])c1	-13%	-9	3%	-5%[57.1 µM]	4%[57.1 µM]	9%	-4%	2%	21%
CC12CCC=CC1C(c1cccc([N+](=O)[O-])c1)N(Cc1ccccc1)C2=O (stereo not drawn)	.	.	0%	-11%	?	.	.	-1%	-6%
O=C(C[n+]1cccc(Br)c1)c1ccc2c(c1)CCCC2	.	1	2%	0%	-12%	.	.	2%	.
CC1CC(C)CN(C(=O)CCn2c(=O)oc3ccccc32)C1 (stereo not drawn)	-27%	-13	3%	4%	8%	-4%	-1%	3%	-21%
CCCCN(CCCC)S(=O)(=O)c1ccc(NC(=O)c2c(-c3ccccc3)noc2C)cc1	-27%	2	-5%	-12%	13%	-1%	15%	3%	5%
COc1ccc2nc(COC(=O)c3ccco3)c(C(C)=O)[n+]([O-])c2c1	-21%	0	-1%	13%	0%[57.1 µM]	-2%	1%	-7%	27%
CCOC(=O)N1CCN(Cc2c(F)cccc2Cl)CC1	-9%	-15	-6%	5%	26%	-8%	6%	1%	10%
Brc1ccc(OCc2nnnn2-c2ccccc2)cc1	-16%	2	-8%	1%[57.1 µM]	15%[57.1 µM]	-17%	5%	-148%	-20%
CCc1ccc(OCCNC(=O)c2cccs2)cc1	-1%	-4	2%	-2%	-1%	0%	0%	1%	-11%
COC(=O)CNc1nc(-c2ccccc2F)nc2ccccc12	-24%	-2	-1%	-6%	-4%	-3%	4%	-4%	-4%
Cc1cc(C(=O)COC(=O)c2cccn2C)c(C)n1Cc1ccco1	-10%	2	3%	7%[0.0914 µM]	37%[activator]	-2%	0%	-2%	-12%
O=C(CCCCn1c(=S)[nH]c2ccsc2c1=O)NCc1ccco1	-14%	-6	-4%	7%	?	-4%	4%	-5%	-12%
CCc1ccc(NC(=O)CS(=O)CC(=O)NC(C)CCc2ccco2)cc1 (stereo not drawn)	-14%	-3	-6%	3%	-4%	3%	0%	0%	-19%[11.4 µM]
NC(=O)C1CCN(CC(=O)Nc2ccccc2Sc2ccc(Cl)cc2)CC1	-21%	-2	-2%	2%[57.1 µM]	11%[57.1 µM]	8%	14%	0%	-10%
COc1ccc(CCn2c(C)cc(C(=O)COC(=O)c3ccc(NC(=O)CC#N)cc3)c2C)cc1	?	-2	0%	3%	7%	1%	-3%	2%	-28%
Cc1cc(C)c2nc(N(Cc3cccnc3)C(=O)CCS(=O)(=O)c3ccccc3)sc2c1	-24%	5&-1	2%	4%	-16%	-4%	24%	2%	-31%
CSc1ccccc1NC(=O)c1cnccn1	-13%	-5	-2%	7%	-2%	-2%	-1%	-9%	0%
COc1ccc(CCNC(=O)CC(C)(C)CC2=NS(=O)(=O)c3ccccc3N2)cc1OC	-4%	-9	-1%	-29%	2%	3%	-13%	3%	23%[11.4 µM]
CC(NC(=O)c1ccc2c(c1)OCO2)C(c1cccs1)N1CCN(c2ccccc2)CC1 (stereo not drawn)	-8%	5	2%	8%	16%	1%	6%	1%	4%
COCCNC(=O)[C@H]1C[C@@H]1[C@H](NP(=O)(c1ccccc1)c1ccccc1)c1ccccc1	-16%	0	-5%	3%	9%	1%	10%	0%	-23%
COC(=O)C1C/C(=N\NS(=O)(=O)c2ccc(C)cc2)c2sccc2C1 (stereo not drawn)	-6%	-9	-4%	-12%	-19%	-8%	0%	1%	-8%
CCN(CC)/[N+]([O-])=N/OCOC(=O)Cc1c(C)n(C(=O)c2ccc(Cl)cc2)c2ccc(OC)cc12	.	1	-5%	13%[0.457 µM]	13%[0.457 µM]	.	.	-2%	.
Cc1ccc([C@H]2C[C@@H](O)[C@H](n3cc(-c4ccc(F)cc4)nn3)CN2C(=O)C2CCCCC2)cc1	-25%	-1	0%	.	.	-7%	-4%	5%	.
CC(=O)c1ccc(NC(=S)NC(=O)c2c(Cl)c(C)nn2C)cc1	-18%	-6	-4%	0%[57.1 µM]	?	-14%	4%	-7%	-43%
Cn1cnc(S(=O)(=O)Nc2ccc(OC(F)F)cc2)c1	-19%	-4	-3%	-18%[57.1 µM]	11%[57.1 µM]	-15%	9%	5%	-4%
O=c1ccc2ccc(O[C@@H]3O[C@H](CO[C@@H]4OC[C@](O)(CO)[C@H]4O)[C@@H](O)[C@H](O)[C@H]3O)cc2o1	-4%	1	0%	13%[57.1 µM]	20%[57.1 µM]	-5%	8%	6%	14%
CC(C)(CCl)C(=O)Nc1ccnc(-c2ccncc2)n1	4%	-8	0%	3%[57.1 µM]	23%[57.1 µM]	0%	3%	-1%	1%
Cc1ccc(CN(C)C(=O)COC(=O)CSc2ccc(C(N)=O)cc2[N+](=O)[O-])cc1	1%	-5	-1%	1%	12%	4%	10%	0%	-13%
O=C(CC1COc2ccccc2O1)NCCc1ccccc1 (stereo not drawn)	2%	-3	5%	-3%	8%	-2%	0%	1%	-5%
CC(=O)NC(C)c1nc2ccccc2n1CC(=O)N1C(C)CCCC1C (stereo not drawn)	-8%	0	-4%	5%[57.1 µM]	27%[57.1 µM]	1%	5%	1%	26%
c1ccc(-c2cc(-c3ccccc3)ncn2)cc1	-9%	-5	2%	-3%[57.1 µM]	3%[57.1 µM]	-9%	1%	0%	10%
O=C(O)C1CC=CCC1C(=O)NC1CCCCC1 (stereo not drawn)	-17%	-8	-3%	?	-30%	5%	-2%	3%	6%
CCOC(=O)c1nn(-c2ccc(F)cc2)c2c1CC/C2=C/c1ccccc1	-22%	-3	-5%	24%	25%	1%	10%	7%	10%[11.4 µM]

A stretch from further up, for reference:
SMILES	USP1-UAF1 inh	LDHA inh	GRP78 ERSR act	TrxR1 substrate	TrxR1 inh	Vif-APOBEC3F blk	mIDH1 inhibitor	Vif-A3G inh	RGS4 inhibitor
c1ccc(-c2cc(-c3ccccc3)ncn2)cc1	-9%	-5	2%	-3%[57.1 µM]	3%[57.1 µM]	-9%	1%	0%	10%
O=C(O)C1CC=CCC1C(=O)NC1CCCCC1 (stereo not drawn)	-17%	-8	-3%	?	-30%	5%	-2%	3%	6%
CCOC(=O)c1nn(-c2ccc(F)cc2)c2c1CC/C2=C/c1ccccc1	-22%	-3	-5%	24%	25%	1%	10%	7%	10%[11.4 µM]

An excerpt; count on the stated rates, not on these rows.
